Compound activity (PubChem BioAssay)
pAkt inh: inhibitors of Akt phosphorylation; activity change, % for hits at 50 µM; Neuro2A IGF-stimulated pAkt S473 HTRF, 20 min; active compounds read low; AID 651550; 360,000 compounds, 0.32% hits; in the data active = activity change below about -80%; inconclusive = mostly about -51% to -80%; note: % is set by controls: 0 for no effect and ±100 for the full control effect
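Neuro2A cells (4,500/well, DMEM with 0.5% FBS) were treated with compound at a single 50 µM final concentration, stimulated with 6 nM IGF for 20 min at 37 °C, and lysed. Phospho-Akt Ser473 was read by HTRF as 665/615 ratio ×10^4.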
S2 tox: viability counter-screen for ATXN expression inhibitors | S2 cells (HEK-293 line with an ATXN2-luciferase reporter) viability, CellTiter-Fluor protease fluorescence, 24 h | 400,000 compounds, 0.49% hits | Potency, µM (top dose mostly 56.7 µM), hits mostly cytotoxic | AID 651635; note: potency is the fitted concentration of half-maximal effect; nearly all actives have a fitted effect of over 40% in size
HepG2 tox: kills HepG2 cells in TGF-b inhibitor counter-screen | HepG2 CAGA-GFP viability, ATP luminescence, 18 h | Potency, µM (doses to about 46.1 µM), without a hit: top-dose activity change, negative = cytotoxicity, usual class: cytotoxic | 410,000 compounds, 0.76% hits | AID 588856; note: potency is the fitted concentration of half-maximal effect; some results filed as inactive show a strong effect at the top dose
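HepG2 CAGA-GFP cells (1000/well, DMEM with 1% FBS) received compound, then TGF-beta at 500 pg/mL final, and were incubated 18 hours at 37 degrees C. Viability was read by CellTiter-Glo luminescence. Media-only wells were set as complete cell-killing and DMSO as no toxicity.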
Nrf2 block: Nrf2 pathway inhibition. A549 ARE-Fluc reporter, luciferase luminescence, 18-24 h. Potency, µM (doses to about 46 µM), inactives show top-dose activity change, negative = inhibition, actives largely listed as inhibitors. 360,000 compounds, 2.1% hits; note: potency is the fitted concentration of half-maximal effect; % is set by controls: 0 for no effect and ±100 for the full control effect; nearly all actives have a fitted effect of over 60% in size
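Nrf2 function is reported as luminescence of an ARE-controlled luciferase in A549 cells. Compounds were tested at several concentrations, and a CellTiter-Fluor read on the same wells flagged cytotoxicity.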
Mm-Cpn inhibitor: blocks the Methanococcus maripaludis chaperonin Mm-Cpn; purified Mm-Cpn ATPase, ADP Transcreener TR-FRET; Potency, µM (highest dose often 76.9 µM), without a hit: top-dose activity, negative = inhibition, most hits filed as inhibitors; 330,000 compounds, 0.031% hits; AID 504842; note: potency is the fitted concentration of half-maximal effect; % is set by controls: 0 for no effect and ±100 for the full control effect; nearly all actives have a fitted effect of over 80% in size
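Quantitative HTS used 25 nM Mm-CPN and 10 uM ATP in magnesium/KCl Tris buffer, pH 7.4, with 1 mM DTT. Hydrolysis ran 30 min at 37°C; ADP was read by HTRF.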
Nrf2 ARE act: activators of Nrf2 (ARE) signaling. AREc32 ARE-luciferase reporter (MCF7-derived line), luminescence, 24 h. 410,000 compounds, 0.31% hits. Potency, µM (doses to about 46.1 µM), for the others: at the highest dose activation, usual class: activators; note: potency is the fitted concentration of half-maximal effect; % of control where 0% means no effect; nearly all actives have a fitted effect of over 65% in size
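Luciferase luminescence (Steady-Glo, 30 min at room temperature) served as the read-out of ARE activation in AREc32 cells treated with compounds for 24 hr at 37 deg C.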
TGFb SMAD3 inh: inhibitors of TGF-b signaling; HepG2 CAGA-GFP TGF-b/SMAD3 reporter, GFP fluorescence, 18 h; TGF-beta stimulated, 500 pg/mL final; Potency, µM (titrated, usually from 46.1 µM), for inactives: at the top dose activity, negative = inhibition, hits mostly inhibitors; 410,000 compounds, 1.2% hits; AID 588855; note: potency is the fitted concentration of half-maximal effect; % is set by controls: 0 for no effect and ±100 for the full control effect; nearly all actives have a fitted effect of over 65% in size
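Inhibition was scored as loss of TGF-beta-induced (500 pg/mL final, 18 hours, 37 degrees C) GFP in HEPG2 cells carrying a CAGA-GFP reporter, in DMEM with 1% FBS. Well GFP was summed per cell; Activity was normalised to unstimulated and stimulated DMSO wells, then concentration-response fitting.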
A549 tox: counter-screen for Nrf2 inhibitors: cytotoxicity in A549 cells; Potency, µM (highest dose often 46 µM), without a hit: at the highest dose activity change, negative = cytotoxicity, actives largely listed as inhibitors; A549 ARE-Fluc cells, CellTiter-Fluor viability, 18-24 h; 390,000 compounds, 0.16% hits; note: potency is the fitted concentration of half-maximal effect; % is set by controls: 0 for no effect and ±100 for the full control effect
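Cytotoxicity counterscreen: CellTiter-Fluor fluorescence was measured in A549 ARE_Fluc cells after 18-24 h of compound exposure in a concentration series. The subsequent BugLite luminescent read reports ARE-luciferase activity.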
CCT modulator: cytosolic chaperonin activity modulation. purified chaperonin ATPase assay, HTRF ADP detection, 30 min. activity change, % (test concentration not listed), hits read low. 360,000 compounds, 0.3% hits; in the data active = activity change below about -30%; note: % is set by controls: 0 for no effect and ±100 for the full control effect
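Enzyme 40 or 20 nM (batch-dependent) in Tris pH 7.4/KCl/MgCl2/DTT; cpd 76 uM single point; ATP 10 uM; 30 min 37 °C; Transcreener ADP HTRF detection, 30 min RT; ratio 665/615.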
* hit, by the source's call; i = inactive; ? = inconclusive; · = no result given; & = joins results of further samples; [ ] = another dose, or the depositor's remark. Unless noted, calls come from the whole dose curve; as a rule, active = well fitted curve in the direction sought with a large enough effect; inconclusive = small, poorly fitted or top-dose-only effect, or another doubt; inactive = no such curve, though single readings can be large; an effect the other way counts as inactive or inconclusive.

Sample of the layout, two compounds:
Values run as follows: pAkt inh	S2 tox	HepG2 tox	Nrf2 block	Mm-Cpn inhibitor	Nrf2 ARE act	TGFb SMAD3 inh	A549 tox	CCT modulator
[1] O=c1cc(-c2ccc(Cl)cc2)[nH]c2ccccc12
 : i	i	-29.0%	-18.9%	-0.9%	-0.2%	-2.7%	4.3%	0.7
[2] O=C1[C@@H]2C(c3cccnc3)=NO[C@@H]2C(=O)N1c1ccc(Br)cc1
 : i	?	5.4%	-6.8%	-0.2%	0.1%	0.0%	-10.1%	-2.9

All compounds of this part, from the first entry:
Values run as follows: pAkt inh	S2 tox	HepG2 tox	Nrf2 block	Mm-Cpn inhibitor	Nrf2 ARE act	TGFb SMAD3 inh	A549 tox	CCT modulator
[1] O=c1cc(-c2ccc(Cl)cc2)[nH]c2ccccc12
 : i	i	-29.0%	-18.9%	-0.9%	-0.2%	-2.7%	4.3%	0.7
[2] O=C1[C@@H]2C(c3cccnc3)=NO[C@@H]2C(=O)N1c1ccc(Br)cc1
 : i	?	5.4%	-6.8%	-0.2%	0.1%	0.0%	-10.1%	-2.9
[3] CC(C)Oc1ccc(C(CC(=O)O)c2ccc(F)cc2)cc1 (stereo unspecified)
 : i	i	0.2%	-3.2%	-1.4%	2.5%	-1.7%	0.6%	-0.7
[4] CCCc1ccc(C(=O)Cn2nc(C(=O)O)c3ccccc3c2=O)cc1
 : i	i	-5.5%	?	-1.2%	-0.5%	-10.1%	0.4%	-3.1
[5] CCOc1ccc(/C=N/NC(=O)C(C)N(c2ccc(OC)cc2)S(C)(=O)=O)cc1 (stereo unspecified)
 : i	i	-18.2%	0.4%	-0.2%	-0.4%	-8.1%	1.1%	-1.2
[6] O=C(CCc1nc2ccccc2c(=O)[nH]1)N1CCN(S(=O)(=O)c2cc(Cl)ccc2Cl)CC1
 : i	i	3.6%	?	·	3.2%	6.0%	-1.2%	-2.8
[7] CN(C)/C=N/NC(=O)c1ccccc1
 : i	i	2.9%	1.5%	-1.1%	0.2%	-2.9%	0.7%	-3.4
[8] Nc1cc(=O)[nH]c(SCCSc2ccc(F)cc2)n1
 : i	i	8.8%	7.4%	-0.7%	4.2%	31.1%[activator]	-4.0%	0.6
[9] Cc1ccc(C)c2[nH]c(=O)c(CCNC(=O)c3cccs3)cc12
 : i	i	-10.5%	-2.0%	2.9%	6.9%	-7.7%	-1.2%	0.1
[10] CN(C)CC/C=C1/c2cc(F)ccc2Sc2ccc(Cl)cc21
 : i	i	i	-0.2%	·	5.9%	?	-7.1%	0.0
[11] NC(=O)NC(=O)COC(=O)/C=C/c1cccs1
 : i	i	20.4%	3.6%	-0.2%	3.7%	2.1%	6.1%	-1.0
[12] Cc1cccc(CCNC(=O)c2nc(-c3ccc(Cl)cc3)n3c2CCCCC3)c1
 : ·	?	2.4%	?	·	0.3%	?	-14.7%	·
[13] COc1ccc(CC(=O)NNC(=O)c2ccco2)cc1OC
 : i	i	-22.4%	-6.5%	1.4%	-0.8%	1.9%	17.6%	-2.4
[14] COc1ccc(CCn2ccc(O)c(Cc3ccc(Cl)cc3Cl)c2=O)cc1OC
 : i	i	0.0%	0.7%	-0.6%	-0.6%	-4.2%	-1.8%	-0.4
[15] O=S(=O)(c1ccccc1)n1nc(-c2ccccc2)nc1NCc1ccco1
 : i	i	1.0%	·	-3.8%	7.5%	0.0%	4.7%	-0.1
[16] O=C(Nc1nccs1)c1cnc2sccn2c1=O
 : i	i	-18.1%	·	·	?	-5.9%	·	-1.3
[17] COc1ccc2nc(NC(=O)CSC3=NCCS3)sc2c1
 : i	i	-0.8%	-28.0%	-21.8%	15.4%	8.8%	-5.7%	-2.6
[18] COc1ccc(OC)c(NC(=O)C(=O)/C=C(\O)c2cc(OC)ccc2OC)c1
 : i	i	-5.7%	-18.0%	0.9%	3.6%	?	-26.5%	-0.2
[19] Cc1cc(C)nc(Nc2nc(C(N)Cc3ccccc3)cs2)n1 (stereo unspecified)
 : i	?	-15.6%	·	·	-0.9%[9.22 µM]	?	·	0.4
[20] CC(C)(C)c1ccc(C2(C)NC(=O)N(CC(=O)Nc3ccc4c(c3)OCO4)C2=O)cc1 (stereo unspecified)
 : i	i	-10.8%	?	0.6%	-0.3%	-5.3%	-18.9%	1.2
[21] Cc1ccc(NC(=O)CSc2nnc(-c3ccc(S(=O)(=O)N4CCOCC4)cc3)n2C)cc1
 : i	i	-6.7%&3.7%	11.2%&-17.0%	1.3%	0.0%	-13.0%&13.2%	0.1%&-7.9%	-5.3
[22] CC(C)(C)c1ccc(C(=O)Nc2ccc(C(=O)N3CCCC3)cc2)cc1
 : i	i	-6.3%	?	-6.3%	3.6%	-3.7%	-5.4%	-1.8
[23] COc1cc(CNC2CCCCCCC2)cc(Br)c1OCC#N
 : i	i	-54.8%	-1.4%	3.0%	2.2%	-29.2%	-1.0%	-10.2
[24] O=c1[nH]c(CN2CCN(C/C=C/c3ccccc3)CC2)nc2cc(Cl)ccc12
 : i	?	5.2%	1.0%	-7.0%	2.3%	-20.4%	-9.7%	-0.7
[25] NC(=NC(=O)c1cccc(C(F)(F)F)c1)c1ccc(C(F)(F)F)cn1
 : i	i	-30.9%	3.5%	2.5%	2.2%	0.4%	3.5%	-7.7
[26] CCCC(C)NC(=O)c1ccccc1SC (stereo unspecified)
 : i	i	-29.6%	-10.3%	0.1%	-0.5%	-6.7%	2.6%	0.5
[27] O=[N+]([O-])c1ccc(OCn2cncn2)cc1
 : i	i	-28.5%	1.7%	-17.1%	-0.4%	-3.6%	16.3%	-1.3
[28] O=C(CCCN1C(=O)/C(=C\c2ccccc2)SC1=S)Nc1ccccc1O
 : i	i	-15.9%	-9.7%	0.3%	23.6%	-29.9%	-4.1%	1.2
[29] CCCNC(=O)C1CN(S(=O)(=O)c2ccc(Cl)s2)c2ccccc2O1 (stereo unspecified)
 : i	i	-18.2%	2.4%	-1.6%	-0.2%	-2.6%	-2.3%	-3.6
[30] Nc1cc(Cl)ccc1C(=O)OCC(=O)N1CCOCC1
 : i	i	3.8%	1.3%	-0.1%	-0.2%	-3.7%	0.7%	-0.1

31) O=C(NCc1ccccc1Cl)c1cccc(NC(=O)c2ccccc2)c1
32) COc1ccc(F)cc1S(=O)(=O)Nc1ccc2c(c1)OCO2
33) COc1cccc(NC(=O)N2CCN(c3cccc(C)c3)C(C)C2)c1 (stereo unspecified)
34) COc1ccc(N2CCN(Cc3nc4c(c(=O)[nH]c(=O)n4C)n3Cc3cccc(Cl)c3)CC2)cc1
35) CCOC(=O)C(C)n1nc(/C=C/c2ccccc2)ccc1=O (stereo unspecified)
36) O=c1cc(NCCCO)c2ccccc2o1
37) COc1ccc(S(=O)(=O)N2CCC(C(=O)NC3CCCC3)CC2)cc1OC
38) Cc1ccc(-c2csc(NCCn3c(C(F)(F)F)nc4ccccc43)n2)cc1
assay / compound | 31 | 32 | 33 | 34 | 35 | 36 | 37 | 38
pAkt inh | i | i | i | i | i | i | i | i
S2 tox | i | i | i | i | i | i | i | ?
HepG2 tox | -6.7% | -6.1% | -14.2% | -1.6% | 1.0% | 4.6% | 3.7% | -27.6%
Nrf2 block | -20.4% | 2.2% | -0.6% | -28.6% | · | -21.6% | -1.7% | -10.3%
Mm-Cpn inhibitor | -0.2% | 0.8% | 0.9% | -0.8% | 1.5% | -0.4% | 0.9% | 1.6%
Nrf2 ARE act | 0.2% | -0.5% | 2.3% | 0.2% | 4.0% | 0.1% | -1.1% | 1.0%
TGFb SMAD3 inh | -1.3% | 2.3% | 1.2% | -4.0% | -16.4% | 0.0% | -26.7% | -6.5%
A549 tox | -0.7% | 4.7% | -1.8% | 0.2% | 0.9% | -2.6% | -14.7% | -0.7%
CCT modulator | -0.3 | -3.2 | -3.2 | -0.1 | -0.3 | 0.0 | -1.6 | -3.9

39) Cc1cc(C)n(CCCNC(=O)c2cc(COc3ccc(C)c(C)c3)on2)n1
40) O=C(CSCc1ccc([N+](=O)[O-])cc1)Nc1cccc(C(=O)Nc2ccccc2C(=O)O)c1
41) O=C(N/N=C/c1ccc([N+](=O)[O-])cc1)c1cccs1
42) CC(=O)Nc1ccc(S(=O)(=O)NC2(C(F)(F)F)C(=O)Nc3c2c(=O)[nH]c(=O)n3Cc2cccnc2)cc1 (stereo unspecified)
43) Cc1ccc(Cn2nnc3c(=O)[nH]c(C4CCCN(S(=O)(=O)c5ccccc5F)C4)nc32)cc1 (stereo unspecified)
44) CC(=O)Nc1nc2ccccc2n1CCOc1ccccc1Cl
assay / compound | 39 | 40 | 41 | 42 | 43 | 44
pAkt inh | i | i | i | i | i | i
S2 tox | i | i | i | i | i | i
HepG2 tox | -1.6% | 19.9% | -10.5% | 2.82µM* | -16.3% | -9.7%
Nrf2 block | -15.9% | 15.7% | 14.0% | ? | ? | ?
Mm-Cpn inhibitor | 0.6% | -2.1% | 1.0% | 0.7% | 0.1% | -1.3%
Nrf2 ARE act | -0.3% | -0.1% | 8.0% | -0.4% | 0.3% | 7.4%
TGFb SMAD3 inh | -18.7% | 0.0% | -1.4% | 19.9% | -8.6% | -2.2%
A549 tox | 0.0% | -10.6% | -2.3% | -1.1% | -1.3% | 0.5%
CCT modulator | 0.0 | -0.9 | -0.1 | 0.0 | -2.1 | 5.2
